Mito fusion act = inhibitors of mitochondrial division or activators of mitochondrial fusion; S. cerevisiae fusion-defective mutant growth rescue, CellTiterGlo 48 h; Potency, µM (series often up to 46.1 µM), inactives show top-dose growth rescue (activation), most hits filed as activators; hit rate 0.23% among 320,000; AID 485298;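 note: potency is the fitted concentration of half-maximal effect; % of control where 0% means no effect; nearly all actives have a fitted effect of over 45% in size; temperature-sensitive fusion mutants such as fzo1-1 at 37 °C on non-fermentable ethanol glycerol medium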
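S. cerevisiae fusion-defective temperature-sensitive mutants (e.g. fzo1-1, mgm1-5) grown 48 h at 37C in YPEG (ethanol/glycerol non-fermentable) medium with 23 nl compound per well; growth rescue read as CellTiterGlo luminescence.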
B2AR arrestin = beta2AR (human) beta-arrestin recruitment activity | beta-arrestin recruitment to beta2AR, cell-based reporter | Potency, µM (top dose mostly 46.1 µM), for the others: at the highest dose activation, actives largely listed as activators | hit rate 0.02% among 330,000;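 note: potency is the fitted concentration of half-maximal effect; 0% = DMSO controls and full agonism = EC100 isoproterenol or metaproterenol; nearly all actives have a fitted effect of over 65% in size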
Target sequence (P07550 whole entry, looked up): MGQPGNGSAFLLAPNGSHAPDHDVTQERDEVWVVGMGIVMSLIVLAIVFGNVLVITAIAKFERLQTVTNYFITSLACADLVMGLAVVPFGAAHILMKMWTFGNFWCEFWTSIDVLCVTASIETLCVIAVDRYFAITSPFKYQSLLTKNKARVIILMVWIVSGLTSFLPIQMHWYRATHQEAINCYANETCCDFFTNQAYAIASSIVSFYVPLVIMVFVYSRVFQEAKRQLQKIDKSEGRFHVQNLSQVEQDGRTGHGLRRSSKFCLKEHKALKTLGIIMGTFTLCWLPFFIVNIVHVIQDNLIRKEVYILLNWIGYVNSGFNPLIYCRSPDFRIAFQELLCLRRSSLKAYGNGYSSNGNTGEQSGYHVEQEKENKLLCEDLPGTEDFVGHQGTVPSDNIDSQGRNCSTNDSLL
TCR activator = T cell receptor activation; primary human leukocytes, anti-CD3, IL-2 HTRF, 48 h; 330,000 tested, under 10 active; AID 504894; Potency, µM (top dose mostly 9.22 µM), for inactives: at the top dose activation of IL-2 secretion, usual class: activators; note: % of control where 0% means no effect
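Primary human leukocytes receive a-CD3 beads and test compound and are incubated 48 hr. Secreted IL-2 is then assayed by HTRF, measuring 665nm acceptor emission after 320nm excitation of the europium donor.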
Tb PFK block = blocks T. brucei phosphofructokinase. hit rate 0.17% among 330,000. Potency, µM (top dose mostly 57.5 µM), for the others: top-dose activity, negative = inhibition, actives largely listed as inhibitors. T. brucei PFK, ADP-Glo luminescence. O15648. AID 485367;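 note: potency is the fitted concentration of half-maximal effect; 0% = uninhibited 1x PFK enzyme wells and -100% = no-enzyme wells; nearly all actives have a fitted effect of over 60% in size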
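ADP-Glo luminescence quantified ADP after 45 min at room temperature, with 1.25 nM T. brucei PFK, 0.1 mM ATP and 0.5 mM fructose-6-phosphate in pH 8.0 TEA buffer. qHTS titrations up to 57 µM; curves classified by quality.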
Chronic BCR inh = inhibitors of chronic active B-cell receptor signaling; ABC-DLBCL IkBa-CBG/CBR reporter, luminescence ratio, 4 h; Potency, µM (doses to about 46.1 µM), for the others: at the top dose ratio change, negative = lower green/red ratio, usual class: inhibitors; hit rate 0.05% among 340,000; AID 493014; active = well fitted inhibition curve with a large enough effect in the signal ratio, with a control signal flat, not every such curve was filed as active; inconclusive = small, poorly fitted or top-dose-only effect, or effect the other way, or a change in a side signal; the % refers to the signal ratio;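 note: potency is the fitted concentration of half-maximal effect; plate controls were basal doxycycline-induced cells for no effect and cells given 10 µM MG132 for full effect; MG132 reads +100%, hits lower the ratio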
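Concentration-response series (up to 46 uM) were applied to TMD8 dual-reporter cells for 4 h at 37C with doxycycline. Green/red ratio, after filter-overlap correction, defined %Activity; red signal alone was normalised to basal cells and zero luminescence.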
USP2a inh = blocks human ubiquitin-specific protease USP2a; O75604; USP2 core, Ub-CHOP2 coupled fluorogenic reporter, 485/531; Potency, µM (series often up to 38.3 µM), for inactives: top-dose activity change, negative = inhibition, actives largely listed as inhibitors; hit rate 0.01% among 330,000;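 note: potency is the fitted concentration of half-maximal effect; plate controls were DMSO wells for no effect and full inhibition by NEM control for full effect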
Target sequence (O75604 whole entry, looked up): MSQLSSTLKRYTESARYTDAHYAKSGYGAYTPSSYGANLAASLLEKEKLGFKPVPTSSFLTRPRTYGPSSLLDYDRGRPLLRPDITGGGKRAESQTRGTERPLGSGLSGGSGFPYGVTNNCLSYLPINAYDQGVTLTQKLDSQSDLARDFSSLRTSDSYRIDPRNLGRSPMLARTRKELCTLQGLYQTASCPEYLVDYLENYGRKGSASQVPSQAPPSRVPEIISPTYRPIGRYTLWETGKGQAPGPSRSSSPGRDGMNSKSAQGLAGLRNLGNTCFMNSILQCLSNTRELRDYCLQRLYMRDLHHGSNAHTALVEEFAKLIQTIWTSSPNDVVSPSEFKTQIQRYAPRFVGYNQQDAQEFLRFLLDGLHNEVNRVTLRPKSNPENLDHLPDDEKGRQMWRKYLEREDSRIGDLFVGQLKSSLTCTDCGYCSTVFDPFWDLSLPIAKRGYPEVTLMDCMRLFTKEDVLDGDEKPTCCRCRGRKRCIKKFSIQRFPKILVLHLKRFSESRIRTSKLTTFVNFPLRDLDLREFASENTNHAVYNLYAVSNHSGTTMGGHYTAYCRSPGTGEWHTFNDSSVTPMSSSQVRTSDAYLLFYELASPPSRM
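Deubiquitinase activity read as fluorescence (485/531 nm) after Ub-CHOP2 cleavage activates the enterokinase reporter on its substrate; USP2 core 10nM, Ub-CHOP2 and substrate 25nM each, 30min compound preincubation then 60min RT; data normalized to NEM, curves fitted.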
ELG1 repair inh = blocks ELG1-dependent DNA repair in HEK293T cells; HEK293T ELG1-luciferase reporter, luminescence, 16 h; DNA damage induced by 5-fluorouridine; Potency, µM (series often up to 46.1 µM), for inactives: top-dose activity change, negative = inhibition, most hits filed as inhibitors; hit rate 2.3% among 330,000; AID 504467; note: potency is the fitted concentration of half-maximal effect; % is set by controls: 0 for no effect and ±100 for the full control effect; nearly all actives have a fitted effect of over 55% in size
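Reporter activity after DNA damage by 5-fluorouridine is monitored. Compound-treated cells incubate 16 hr at 37 °C, then ONE-Glo is added for 30 min before luminescence reading.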
PTAP TSG101 blk = blocks PTAP/TSG101 interaction to inhibit HIV-1 budding | Fluorescence polarization, FITC-PTAP peptide / Tsg101 binding | Potency, µM (titrated, usually from 115 µM), without a hit: at the top dose activity change, negative = inhibition, most hits filed as inhibitors | Q99816 | AID 493005 | 340,000 tested, under 10 active; active = well fitted inhibition curve with a large enough effect in the main read-out, with a control signal flat, not every such curve was filed as active; inconclusive = small, poorly fitted or top-dose-only effect, or effect the other way, or a change in a side signal; inactive = no such curve, though single readings can be large or run the other way; note: potency is the fitted concentration of half-maximal effect; % of control where 0% means no effect
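Tsg101 binding domain (10 uM final) was mixed with compound and a FITC-labeled PTAP peptide (50 nM final) in HEPES pH 7.5 buffer with NaCl, Tween 20, EDTA and TCEP; fluorescence polarization was read after 20 min at r.t.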
uPA generation = inhibitors of cell surface uPA generation. cell surface uPA generation assay, qHTS. hit rate 0.31% among 330,000. Potency, µM (doses to about 38.3 µM), for inactives: top-dose activity change, negative = inhibition, most hits filed as inhibitors. AID 540303; active = well fitted inhibition curve with a large enough effect; inconclusive = small, poorly fitted or top-dose-only effect; inactive = no such curve, though single readings can be large or run the other way; tested in mouse RAW 264.7 cells; note: potency is the fitted concentration of half-maximal effect; % is set by controls: 0 for no effect and ±100 for the full control effect; nearly all actives have a fitted effect of over 55% in size
TSHR antag = human thyrotropin receptor antagonism; P16473; TSHR-expressing cells, TSH-stimulated cAMP HTRF, 2 h; hits give low values; activity change, negative = inhibition, % at 11.5 µM; hit rate 0.2% among 330,000; AID 504810;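 active = activity change below a set negative limit, meaning inhibition stronger than a set level, cut at about -70% in these data; inconclusive = activity change between two set negative limits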; note: % is set by controls: 0 for no effect and ±100 for the full control effect
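Cell-based HTRF cAMP assay; TSHR cells + compound, TSH EC80 (4nM final), 2 h, 37 deg C. Lysis with anti-cAMP cryptate and cAMP-d2, 30 min RT, read 665/620 nm.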
Eya2 phos inh = inhibitors of human Eya2 phosphatase activity; O00167; AID 488837; recombinant Eya2, OMFP fluorescence dephosphorylation (OMFP is methylfluorescein phosphate); hit rate 0.006% among 330,000; Potency, µM (top dose mostly 76.9 µM), for the others: at the highest dose activity, negative = inhibition, usual class: inhibitors; note: potency is the fitted concentration of half-maximal effect; % is set by controls: 0 for no effect and ±100 for the full control effect
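Eya2 protein (added as 0.2 uM solution) was preincubated with compound for 10 min at ambient temperature in 50 mM HEPES pH 7.5, 50 mM NaCl, 5 uM MgCl2, 0.05% BSA, 1 mM DTT. OMFP (added at 50 uM) then reacted 10 min; fluorescence read at 485/525 nm.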
An asterisk follows results filed as active; ? = inconclusive; nt = no result given; [ ] = dose if it differs, or a comment. Unless noted, calls come from the whole dose curve; as a rule, active = well fitted curve in the direction sought with a large enough effect; inconclusive = small, poorly fitted or top-dose-only effect, or another doubt; inactive = no such curve, though single readings can be large; an effect the other way counts as inactive or inconclusive.

The opening two compounds, ahead of the listing:
Each structure is followed by: USP2a inh, ELG1 repair inh, uPA generation, B2AR arrestin, PTAP TSG101 blk, Tb PFK block, Eya2 phos inh, Mito fusion act, TCR activator, TSHR antag, Chronic BCR inh
COc1c(O)ccc2c1-c1c3c(cc4c1C(C2)N(C)CC4)OCO3 (stereo unspecified)
 : 0%, -10%, 12%, -2.0%, 1%, 1%, 0%, -2%, 3%, -10, -2%
Cc1cc(C)c(CN2CCN(C(=O)Cn3cnc4c(NCc5ccccc5)ncnc43)CC2)c(C)c1
 : 0%, 1µM*, ?, 0.1%, -1%, 1%, -2%, nt, -7%[46.1 µM], -34, ?

The list itself, previewed entries included:
Each structure is followed by: USP2a inh, ELG1 repair inh, uPA generation, B2AR arrestin, PTAP TSG101 blk, Tb PFK block, Eya2 phos inh, Mito fusion act, TCR activator, TSHR antag, Chronic BCR inh
COc1c(O)ccc2c1-c1c3c(cc4c1C(C2)N(C)CC4)OCO3 (stereo unspecified)
 : 0%, -10%, 12%, -2.0%, 1%, 1%, 0%, -2%, 3%, -10, -2%
Cc1cc(C)c(CN2CCN(C(=O)Cn3cnc4c(NCc5ccccc5)ncnc43)CC2)c(C)c1
 : 0%, 1µM*, ?, 0.1%, -1%, 1%, -2%, nt, -7%[46.1 µM], -34, ?
O=C(c1ccc(N2CCCCCC2)c([N+](=O)[O-])c1)N1CCC2(CC1)OCCO2
 : -1%, ?, -6%, 0.2%, -2%, -2%, -13%, 2%, nt, -10, 14%
C#C[C@@]1(O)CCC2C3CCC4=C/C(=N/OCC(=O)NC(C(=O)NC(CC(C)C)C(=O)O)C(C)C)CC[C@]4(C)C3CC[C@@]21C (stereo partly specified)
 : 2%, 13%, 1%, -0.1%, -6%, -2%, 0%, -4%, 7%, -3, 3%
CCCC(C)C1(CC)C(=O)NC(=Nc2ccccc2OC)NC1=O (stereo unspecified)
 : -1%, 0%, nt, 0.2%, -1%, 2%, 7%, 2%, nt, 2, 3%
O=c1[nH]c(=S)n(Cc2ccco2)c(O)c1C=NCc1cccs1
 : ?, -5%, -4%, -0.1%, -7%, ?, -4%, 2%, 6%, -5, -2%
COc1ccc(P2(=O)Nc3ccccc3N2)cc1
 : 12%, ?, -6%, -0.4%, -22%, 1%, -4%, -10%, 4%, -12, ?
O=C(Nc1cccnc1)c1c(O)c2c(n(Cc3ccccc3)c1=O)CCCC2
 : 1%, 2%, 10%, -0.5%, -1%, -3%, -3%, 4%, -1%, -7, 3%
COc1cc2c(cc1OC)C(C(=O)N(C)C1CCCCC1)C1CCCCN1C2=O (stereo unspecified)
 : 1%, ?, -3%, -0.9%, 2%, -3%, 3%, -3%, 1%[46.1 µM], 8, 3%
COc1ccc(C(CNC(=O)c2ccc3c(c2)CCC3)N(C)C)cc1 (stereo unspecified)
 : 1%, 13%, 1%, -0.7%, -9%, 1%, -6%, 3%, -1%, 5, 0%
CN(C)C(=Nc1ccccc1)P(=S)(N(C)C)N(C)C
 : 0%, 4%, 0%, -0.2%, -5%, -1%, 0%, 0%, -1%, -4, 2%
Cc1ncc(CC(=O)n2cc(C(=O)c3cc(Cl)ccc3O)cn2)s1
 : -1%, 21µM*, 6%, 3.4%, -8%, 2%, -14%, 4%, -4%, -8, 5%
O=C(Cc1ccccc1)N1CCN(Cc2cccc(Br)c2)CC1
 : 6%, -21%, -3%, -0.1%, -6%, -22%, 0%, 7%, 0%, 3, -10%
Cc1cc(=O)oc2cc(OCC(=O)N3CCN(Cc4ccc5c(c4)OCO5)CC3)ccc12
 : -1%, 6.5µM*, 5%, -0.4%, -1%, 2%, 5%, 0%, -1%, -3, -16%
CCOC(=O)C1(CCc2ccccc2)CCN(C2CCSCC2)CC1
 : 1%, 6%, -2%, 0.1%, 1%, 4%, -4%, 0%, -3%, 19, 6%
Cc1ccc(C2CC(=O)C(C=NCCN3CCN(C(=O)Cc4ccccc4)CC3)=C(O)C2)cc1 (stereo unspecified)
 : 0%, -1%, 1%, -0.5%, -5%, 0%, 7%, 0%, 4%, -2, -7%
CN(C)c1ccc(NC(=O)CN2C(=O)CN=C(c3ccccc3)c3ccccc32)cc1
 : 5%, ?, 8%, -0.1%, -5%, -6%, -10%, 0%, -6%, -3, -1%
CCCCCCn1c(=O)c(C(=O)Nc2nc(CC(=O)OCC)cs2)c(O)c2ccccc21
 : -2%, 1.6µM*, 1%, 0.2%, -1%, -9%, 2%, -4%, -1%, 13, 7%
C=CCn1c(O)c(/C=N/NC(=O)CCCC)c(=O)[nH]c1=S
 : -2%, 5%, -3%, -0.7%, -1%, -8%, 9%, -3%, 9%, 5, -9%
Cc1ccc2c(c1)C1CN(C)CCC1N2C(=O)COc1ccc(N(C)S(=O)(=O)c2cccs2)cc1 (stereo unspecified)
 : 2%, -21%, -2%, -1.8%, -9%, -8%, 1%, 6%, -1%, 3, ?
Nc1c(C(=O)NCCN2CCOCC2)c2nc3ccccc3nc2n1Cc1ccccc1
 : -5%, ?, -1%, 0.2%, -7%, -8%, -1%, 6%, -3%, 6, -2%
COc1ccc(F)cc1C(=O)C1CCCN(Cc2cnc(C)s2)C1 (stereo unspecified)
 : 0%, -8%, -17%, 0.0%, 1%, 0%, 6%, -6%, 3%, 2, 1%
Cc1cccc(OP(=O)(NCc2ccccc2)Oc2cccc(C)c2)c1
 : -2%, ?, 1%, -0.6%, -3%, 4%, -13%, ?, 1%[46.1 µM], 13, 4%
CCCCN1C(=O)NC(=O)C2(Cc3cc(C)ccc3N(C)C2)C1=O (stereo unspecified)
 : 1%, 9%, 1%, -0.1%, -2%, -9%, 9%, -4%, 14%, 25, ?
CN(C)S(=O)(=O)c1cc(NC(=O)C[N+]23CCN(CC2)CC3)ccc1Cl
 : 3%, 1%, 1%, -0.4%, 0%, -1%, -6%, -1%, -1%, 5, 2%
CC1(C)OC(c2ccccc2)=C/C(=C/C=C2C(=O)NC(=O)NC2=O)O1
 : ?, ?, ?, 0.0%, -6%, -20%, 12%, 3%, -10%, 4, ?
COC(=O)N1C(=O)[C@@](Cc2ccccc2)(c2ccccc2)N1C(=O)OC
 : 0%, ?, ?, 0.3%, 1%, -5%, -2%, -2%, -1%, 28, ?
COC(=O)c1ccc(N2CCN(C)CC2)c([N+](=O)[O-])c1
 : 3%, 18%, 4%, -0.2%, -2%, 0%, 5%, -10%, 5%, 13, -1%
C#CCOc1cc(C2C3=C(COC3=O)Nc3cc4c(cc32)OCO4)ccc1OC (stereo unspecified)
 : 0%, ?, ?, -0.4%, -6%, 4%, 6%, 2%, 4%, 4, ?
CN1C2CCC1C(C(=O)O)C(O)C2 (stereo unspecified)
 : 1%, 16%, 6%, -1.0%, -2%, -4%, -20%, nt, 4%, -6, 3%
CCC1=Nc2cc(C(=O)N3CCC4(CC3)OCCO4)ccc2Sc2ccc(C)cc21
 : 3%, -6%, 13%, 0.3%, -1%, 3%, 0%, 24%, -1%, 9, 6%
CCCCn1c(=O)c(C(=O)Nc2ccccc2N)c(O)c2ccccc21
 : 0%, -15%, 4%, 11%, -3%, -4%, 8%, -2%, -3%, -5, ?
CC(C)c1ccc(OCC(=O)N2CCN(C)CC2)c(Br)c1
 : -10%, 12%, 2%, 0.7%, -4%, -9%, 10%, -9%, 0%, -6, ?
Cc1ccc(N2C(=O)NC(=O)/C(=C\c3cc(C)n(-c4cc(C(=O)O)cc(C(=O)O)c4)c3C)C2=O)cc1
 : 1%, ?, 6%, -0.9%, -1%, -8%, 22%, -1%, 0%, -5, 0%
COC1=CC(=O)OC(/C=C/c2ccccc2)C1 (stereo unspecified)
 : 2%, ?, -13%, 2.1%, -1%, -9%, 3%, -2%, -3%, -26, ?
O=C1NC(=O)N(Cc2ccccc2)C(=O)/C1=C/c1cnn(-c2ccccc2)c1
 : 0%, -6%, nt, 0.2%, nt, ?, -10%, 0%, nt, 3, ?

High-throughput results from PubChem BioAssay.

Only part of the results is shown (hit frequency here may not be typical).
